GLP1R inv ag: qHTS of GLP-1 Receptor Inverse Agonists (Inhibition Mode) | HEK293 GLP-1R CRE-luciferase, luminescence, 24 h; GLP-1R form is constitutively active | Potency, µM (doses to about 38.3 µM), inactives show at the highest dose activity change, negative = inhibition, usual class: inhibitors | 410,000 tested, 1.6% active | AID 624417, 2012; further: on the % scale 0 is the no-effect control and ±100 the full control effect; nearly all actives have a fitted effect of over 55% in size
Target sequence (P43220 whole entry, looked up): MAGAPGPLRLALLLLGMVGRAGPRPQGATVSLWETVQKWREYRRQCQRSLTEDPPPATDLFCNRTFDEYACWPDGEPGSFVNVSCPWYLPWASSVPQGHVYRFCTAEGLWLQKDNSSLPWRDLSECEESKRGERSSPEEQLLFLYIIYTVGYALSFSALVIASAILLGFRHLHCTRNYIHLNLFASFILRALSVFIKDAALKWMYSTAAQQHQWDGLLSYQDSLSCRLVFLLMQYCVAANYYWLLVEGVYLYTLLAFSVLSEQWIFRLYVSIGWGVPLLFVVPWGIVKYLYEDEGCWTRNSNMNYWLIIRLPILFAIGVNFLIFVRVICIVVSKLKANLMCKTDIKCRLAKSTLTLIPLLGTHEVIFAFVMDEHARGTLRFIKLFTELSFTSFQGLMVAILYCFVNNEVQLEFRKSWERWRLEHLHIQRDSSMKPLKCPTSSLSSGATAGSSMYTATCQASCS
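Assay principle: reduced luminescence from a cAMP-responsive reporter in HEK293 cells co-expressing a constitutively active GLP-1R. Conditions: 24 hr compound incubation, 37 deg C, 5% CO2.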
TDP43 rescue: qHTS of TDP-43 Inhibitors | TDP-43 expressing yeast growth rescue, BacTiter-Glo, 24 h | Potency, µM (highest dose often 46.1 µM), for inactives: at the top dose growth rescue (activation), usual class: activators | 410,000 tested, 1.8% active; further: % of control where 0% means no effect; nearly all actives have a fitted effect of over 50% in size
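Growth rescue of TDP-43-toxic yeast measured as ATP luminescence (BacTiter-Glo). Cells grown to mid-log in raffinose, induced in galactose at OD600=0.02, exposed to compound 24 hr at 30 deg C.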
SW480 rerep: A quantitative high throughput screen for small molecules that induce DNA re-replication in SW480 colon adenocarcinoma cells. SW480 DNA re-replication, Hoechst DNA content imaging, 48 h. AID 624297, 2012. 340,000 tested, 1.8% active. Potency, µM (doses to about 46.1 µM), for inactives: at the top dose re-replication activation, actives largely listed as activators; further: % of control where 0% means no effect; nearly all actives have a fitted effect of over 55% in size
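SW480 cells exposed to compounds for 48 hr at 37 C, 5% CO2, then Hoechst-stained 40 min. Nuclear DNA content imaged by fluorescence scanning (405 nm excitation, 500-530 nm emission); re-replication scored as increased high-intensity nuclei.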
HT1080-NT tox: qHTS for induction of synthetic lethality in tumor cells producing 2HG: qHTS for the HT-1080-NT fibrosarcoma cell line | HT-1080-NT fibrosarcoma viability, CellTiter-Glo ATP luminescence, 48 h | Potency, µM (highest dose often 46.1 µM), for the others: at the top dose activity, negative = less viability, actives largely listed as cytotoxic | 360,000 tested, 1.6% active;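 further: NT is the 2HG producing partner of a matched IDH1 knockdown line; 0% = DMSO-treated cells and -100% = media-only wells without cells; nearly all actives have a fitted effect of over 55% in size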
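Luminescent CellTiter-Glo readout after 48 hours of compound exposure at 37 degrees C defined viability of HT-1080-NT cells. Activity was normalized to DMSO wells and cell-free media wells; concentration-response curves were fitted and assigned curve classes.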
GLP1R ag: qHTS of GLP-1 Receptor Agonists; Glucagon-like peptide 1 receptor (Homo sapiens), P43220; HEK293 GLP-1R CRE-luciferase, luminescence, 4-6 h; cells express a hypersensitive GLP-1R form; Potency, µM (series often up to 45.6 µM), for the others: at the highest dose activation, usual class: activators; 380,000 tested, 0.007% active; further: % of control where 0% means no effect
HEK293 tox: qHTS of GLP-1 Receptor Inverse Agonists: Cytotox Screen | HEK293 cAMP-luciferase reporter cells, luminescence, 24 h | 410,000 tested, 0.13% active | Potency, µM (doses to about 38.3 µM), for the others: at the top dose activity change, negative = inhibition, usual class: inhibitors;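 further: loss of luciferase light is scored as toxicity; on the % scale 0 is the no-effect control and ±100 the full control effect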
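Luminescence readout: signal drop marks cytotoxicity. Plated cells grew 12 h at 37 °C, 5% CO2, received 23 nL compound for 24 h, then got luciferase reagent, read after 12 min at RT.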
KB-V1 cytotox: qHTS assay for MDR1-selective chemotherapeutics: Primary screen using the drug-selected MDR subline cells KB-V1; KB-V1 MDR cells viability, CellTiter-Glo, 72 h; Potency, µM (series often up to 46.1 µM), for inactives: at the highest dose activity change, negative = cytotoxicity, actives largely listed as cytotoxic; 400,000 tested, 3.4% active; AID 1347076, 2019; further: on the % scale 0 is the no-effect control and ±100 the full control effect; nearly all actives have a fitted effect of over 60% in size
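Drug-selected KB-V1 cells, grown in DMEM lacking phenol red with 10% FBS, receive compound titrations; after three days at 37 degrees C, surviving cell ATP is quantified by CellTiter-Glo luminescence and responses normalized and curve-fitted.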
HT1080 IDH1KD tx: qHTS for induction of synthetic lethality in tumor cells producing 2HG: qHTS for the HT-1080-IDH1KD cell line. Potency, µM (titrated, usually from 46.1 µM), without a hit: top-dose activity, negative = toxicity, usual class: cytotoxic. 360,000 tested, 2% active. HT-1080 IDH1 knockdown viability, ATP luminescence, 48 h;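 further: 0% = DMSO wells and -100% = cell-free medium wells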
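% activity derives from luminescence (CellTiter-Glo), normalised to DMSO and no-cell wells. HT-1080-IDH1KD cells, 750/well, had 48 h compound exposure at 37 °C.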
KB-3-1 cytotox: qHTS assay for MDR1-selective chemotherapeutics: Primary screen using the parental adenocarcinoma cell KB-3-1; 400,000 tested, 1.4% active; AID 1347075, 2019; Potency, µM (titrated, usually from 46.1 µM), for the others: at the top dose activity change, negative = cytotoxic, hits mostly cytotoxic; KB-3-1 viability, CellTiter-Glo ATP luminescence, 72 h; further: on the % scale 0 is the no-effect control and ±100 the full control effect; nearly all actives have a fitted effect of over 60% in size
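Multi-concentration cytotoxicity screen in KB-3-1 cells grown in DMEM lacking phenol red with 10% FBS. After 72 h at 37 °C with compound, ATP-dependent luminescence was recorded.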
* = called active by the depositor; ? = inconclusive; nt = no result given; [ ] = dose if it differs, or a comment. The call rests on the fitted dose curve; in most records, active means well fitted curve in the direction sought with a large enough effect; inconclusive means small, poorly fitted or top-dose-only effect, or another doubt; inactive means no such curve, though single readings can be large; an effect the other way counts as inactive or inconclusive. Potency means the concentration at half of the fitted maximal effect.

#1 O=C(Nc1cccc([N+](=O)[O-])c1)N1CCCc2ccccc21
#2 CCCCNC(=O)C1(C)CCC(=O)N1CCc1c[nH]c2ccccc12 (stereo not given)
#3 O=Nc1c(O)[nH]c2ccc(Cl)c(Cl)c12
#4 COc1ccccc1C(=O)NC1CCN(C(=O)Nc2ccc(F)cc2)CC1
#5 CC(NC(=O)Nc1nnc(C(F)(F)F)s1)N1C(=O)C2C3C=CC(C3)C2C1=O (stereo not given)
#6 O=C(COC(=O)C1c2ccccc2Oc2ccccc21)NC1CCS(=O)(=O)C1 (stereo not given)
#7 Cc1cccc(-c2nc(Nc3ccc(N4CCOCC4)cc3)c3ccccc3n2)c1
#8 CC(C)C[C@H]1CN(CCCC[C@H]2CNC(=O)C(=O)N2CCc2ccc(O)cc2)C(=O)C(=O)N1CCC1CCCCC1
#9 COCC(=O)Nc1ccc(N2CCN(c3ccccc3)CC2)c(F)c1
#10 O=S(=O)(CS(=O)(=O)Oc1ccccc1)Oc1ccccc1

assay / compound	1	2	3	4	5	6	7	8	9	10
GLP1R inv ag	-32%	19%	115%[activator]	0%	5%	?	?	11%	4%	14%
TDP43 rescue	11µM*	13%	-4%	-7%	9%	?	?	-6%	17%	6%
SW480 rerep	8%	nt	1%	-5%	0%	2%	-1%	nt	-8%	-1%
HT1080-NT tox	9%	?	?	21%	-2%	12%	-21%	5%	18%	12%
GLP1R ag	2%	6%	17%	7%	1%	0%	-15%	-1%	-4%	-3%
HEK293 tox	-5%	-8%	-13%	5%	0%	-25%	?	2%	4%	4%
KB-V1 cytotox	31%	?	?	?	26%	0%	?	3%	?	5%
HT1080 IDH1KD tx	-3%	18%	?	7%	0%	16%	?	15%	12%	10%
KB-3-1 cytotox	4%	0%	0.41µM*	-6%	6%	7%	2%	24%	14%	7%

Gathered by group, the compounds so far with an NH in an aromatic ring
#2 CCCCNC(=O)C1(C)CCC(=O)N1CCc1c[nH]c2ccccc12 (stereo not given)
#3 O=Nc1c(O)[nH]c2ccc(Cl)c(Cl)c12

assay / compound	2	3
GLP1R inv ag	19%	115%[activator]
TDP43 rescue	13%	-4%
SW480 rerep	nt	1%
HT1080-NT tox	?	?
GLP1R ag	6%	17%
HEK293 tox	-8%	-13%
KB-V1 cytotox	?	?
HT1080 IDH1KD tx	18%	?
KB-3-1 cytotox	0%	0.41µM*

Going on with the list.
#11 O=C(NC1CCCCC1)C(c1ccncc1)N(Cc1ccc(F)cc1)C(=O)c1ccccn1 (stereo not given)
#12 Cc1sc2nc(C3CC3)nc(SCC(=O)N3CCc4ccccc4C3)c2c1C
#13 CCCCNc1nccnc1-c1cccc(C=O)c1
#14 CCOc1ccc(C2=Nn3c(CC)nnc3SC2)cc1
#15 O=C(CCc1nc2ccccc2c(=O)[nH]1)NCCN1C(=O)S/C(=C\c2ccccc2Cl)C1=O
#16 Cc1cc(C(=O)N2CCCC(N3CCN(c4cccc(Cl)c4)CC3)C2)nn1C (stereo not given)
#17 Clc1ccc(/C=C/c2ncc[nH]2)c(Cl)c1
#18 CC(=O)Nc1cccc(S(=O)(=O)N2CCCCCC2)c1
#19 COc1ccc(OC)c(-n2c(CNC3CCN(Cc4ccccc4)CC3)nc3ccccc3c2=O)c1
#20 Cc1ccc(CNC(=O)c2c(-c3ccccc3)sc3ccccc23)o1

assay / compound	11	12	13	14	15	16	17	18	19	20
GLP1R inv ag	2%	?	1%	22%	25%	-11%	-5%	-1%	-5%	5µM*
TDP43 rescue	17%	?	-6%	18µM*	4%	-18%	3%	22%	-10%	0%
SW480 rerep	-3%	3%	nt	2%	16%	1%	-2%	-6%[9.22 µM]	3%	-12%
HT1080-NT tox	0%	-1%	?	-9%	-2%	1%	7%	-6%	?	3%
GLP1R ag	8%	1%	3%	4%	4%	4%	-3%	5%	11%	9%
HEK293 tox	-6%	-9%	2%	-7%	5%	17%	-7%	-3%	?	7%
KB-V1 cytotox	?	5.8µM*	6%	-16%	?	?	-3%	-1%	-3%	0%
HT1080 IDH1KD tx	-10%	-6%	21%	-9%	1%	-1%	8%	2%	?	2%
KB-3-1 cytotox	1%	-25%	0%	0%	5%	-1%	-4%	2%	?	-1%

Complete entries as entered above.
Record of `Clc1ccc(/C=C/c2ncc[nH]2)c(Cl)c1` = GLP1R inv ag: -5%; TDP43 rescue: 3%; SW480 rerep: -2%; HT1080-NT tox: 7%; GLP1R ag: -3%; HEK293 tox: -7%; KB-V1 cytotox: -3%; HT1080 IDH1KD tx: 8%; KB-3-1 cytotox: -4%
Record of `O=C(NC1CCCCC1)C(c1ccncc1)N(Cc1ccc(F)cc1)C(=O)c1ccccn1` (stereo not given) = GLP1R inv ag: 2%; TDP43 rescue: 17%; SW480 rerep: -3%; HT1080-NT tox: 0%; GLP1R ag: 8%; HEK293 tox: -6%; KB-V1 cytotox: ?; HT1080 IDH1KD tx: -10%; KB-3-1 cytotox: 1%

More compounds
#21 O=C(c1ccccc1Cl)N(Cc1ccco1)c1ccccn1
#22 O=[N+]([O-])c1cccc(S(=O)(=O)N/N=C/c2ccc(O)cc2)c1
#23 Cc1cc(C)nc(-n2nc(C)c3c(=O)[nH]c(C(F)(F)F)nc32)n1
#24 O=C1CC(c2ccc(Cl)cc2)c2cc3c(cc2N1)OCCO3 (stereo not given)
#25 C=CCN=C(C)C1=C(O)CCC1=O
#26 CCOc1ccc(NC(=O)c2ccc(N3CC4CC(C3)c3cccc(=O)n3C4)c(NC(=O)c3cccnc3)c2)cc1 (stereo not given)
#27 CCCn1c(=O)c2ccccc2n2c(Sc3nnnn3-c3ccccc3)nnc12
#28 COc1cc(S(=O)(=O)NC(Cc2c[nH]c3ccccc23)C(=O)O)ccc1NC(C)=O (stereo not given)
#29 COc1ccc(C)cc1NC(=O)N1CC(C)Sc2ccccc21 (stereo not given)
#30 CC1CCCN(S(=O)(=O)c2cccc([N+](=O)[O-])c2)C1 (stereo not given)

assay / compound	21	22	23	24	25	26	27	28	29	30
GLP1R inv ag	7%	9%	0%	-1%	2%	9%	?	11%	?	-12%
TDP43 rescue	22%	-1%	-11%	?	9%	1%	10%	14%	14%	?
SW480 rerep	nt	0%	-1%[9.22 µM]	nt	-11%	-33%[inhibitor]	9%	-2%	nt	0%
HT1080-NT tox	nt	-13%	-10%	nt	9%	0%	-11%	12%	nt	-2%
GLP1R ag	nt	-1%	-15%	0%	-18%	2%	-3%	5%	nt	1%
HEK293 tox	-3%	-11%	-2%	-5%	-19%	-8%	-24%	155%[activator]	7%	4%
KB-V1 cytotox	12%	1%	6%	0%	?	23%	0%	?	-7%	-3%
HT1080 IDH1KD tx	nt	3%	-3%	nt	15%	1%	0%	15%	nt	1%
KB-3-1 cytotox	0%	-7%	9%	-15%	2%	?	-12%	9%	1%	6%

#31 O=S(=O)(Nc1ccc(-n2cnnn2)cc1)c1ccccc1F
#32 Cc1cc(C)nc(SCCN(C)C)n1
#33 N#C/C(=C(/O)CO/N=C/c1ccccc1Cl)c1nc2ccccc2[nH]1
#34 CCCCc1cc(=O)oc2c(C)c(OCC(=O)N3CCC(C(N)=O)CC3)ccc12
#35 O=C(OCC(=O)N1CCN(C(=O)c2ccco2)CC1)c1ccccc1
#36 O=C(Cc1ccc2c(c1)OCCO2)N1CCN(S(=O)(=O)c2ccccc2C(F)(F)F)CC1
#37 COC(=O)C(C(=O)OC)c1ncccc1NS(=O)(=O)c1ccc(C)cc1
#38 C/C=C/c1ccc(OCCn2cncn2)c(OC)c1
#39 COC(=O)C(Cc1cncn1COCc1ccccc1)NC(=O)OC(C)(C)C (stereo not given)
#40 COc1ccc2[nH]c(=O)c(CN(CCCN3CCOCC3)C(=O)NCc3ccccc3)cc2c1

assay / compound	31	32	33	34	35	36	37	38	39	40
GLP1R inv ag	18%	15%	5%	17%	0%	-12%	7%	6%	-21%	0%
TDP43 rescue	18%	14%	0%	8%	-5%	?	-10%	-6%	19%	11%
SW480 rerep	-8%	1%	17%	2%	-2%	2%	nt	-2%	-3%	-4%
HT1080-NT tox	-3%	5%	4%	15%	22%	13%	12%	14%	18%	5%
GLP1R ag	12%	-6%	-6%	7%	0%	-5%	nt	0%	6%	7%
HEK293 tox	12%	-14%	-4%	-2%	4%	2%	3%	-8%	14%	-6%
KB-V1 cytotox	?	-2%	12%	4%	?	21µM*	0%	0%	-5%	6%
HT1080 IDH1KD tx	1%	0%	1%	2%	0%	4%	14%	9%	24%	17%
KB-3-1 cytotox	-6%	-2%	0%	-2%	2%	-1%	5%	-11%	15%	10%

#41 Cc1ccc(C(=O)CCC(=O)OCC(=O)N(CC(C)C)c2c(N)n(Cc3ccccc3)c(=O)[nH]c2=O)cc1
#42 CCN(c1ccc(C)cc1)S(=O)(=O)c1nnc(NC(=O)c2ccco2)s1
#43 Cc1c(C(=O)CN2CCSCC2)c2ccccc2n1C
#44 Cc1c(-c2nnnn2-c2ccc(F)cc2)cnc2cc3c(cc12)OCO3
#45 C=CCSc1nc(N)cc(=O)[nH]1
#46 C=CCC[C@H](CCCCC)OC(=O)/C=C/[C@H](O)[C@@H](O)C[C@@H](O)CC=C

assay / compound	41	42	43	44	45	46
GLP1R inv ag	12%	?	7%	0%	16%	?
TDP43 rescue	-3%	-16%	2%	?	11%	0%
SW480 rerep	3%	?	-4%	-14%	1%	nt
HT1080-NT tox	-3%	-15%	9%	5%	-3%	-24%
GLP1R ag	8%	-5%	0%	-8%	2%	15%
HEK293 tox	7%	-5%	-1%	-10%	2%	3%
KB-V1 cytotox	0%	0%	11%	-15%	-6%	0%
HT1080 IDH1KD tx	-7%	-14%	5%	1%	1%	-20%
KB-3-1 cytotox	-8%	0%	5%	-3%	-8%	-20%
